# CFTR F508del cor = correctors of CFTR F508del function in bronchial epithelial cells. CFBE cells, YFP halide quenching; stimulated with forskolin plus potentiator P3; % fluorescence drop versus neutral controls. activity (quench increase), % at 7.58 µM. 350,000 compounds, 0.36% hits;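 active = mean added fluorescence quench of at least 8% versus neutral control, with both replicates also reaching 8%; inconclusive = only one of the mean or replicate conditions met; inactive = mean below 8% and not both replicates reaching 8%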;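 also: cells transiently co-express mutant CFTR-F508del with the halide-sensitive YFP; corrector assay measuring rescue of mutant channel to the surface after 24 h compound exposure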
# miR-122 sensor = miR-122 inhibition in Huh7 cells | Huh7 miR-122 Renilla luciferase sensor, 48 h; neutral wells = 0, positive control = 100 | activation (reporter increase), % at 12.5 µM | 340,000 compounds, 0.3% hits;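 active = mean replicate activation score at least 90 and every replicate individually at or above 90; inconclusive = only one of the two criteria met; inactive = neither criterion met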;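 also: higher luciferase means less miR-122 activity so hits act as miR-122 inhibitors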
# Casp6 inh = inhibitors of human caspase-6; 350,000 compounds, 0.53% hits; inhibition, % at 12.5 µM; purified caspase-6, Z-VEID-R110 cleavage fluorescence;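 active = mean inhibition across replicates at least about 35%, with every replicate also reaching that limit, limit read from the data; inconclusive = only one of the two criteria met; inactive = neither criterion met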;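 also: 0% = median of neutral control wells and 100% = no fluorescence left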
# Target sequence (P55212 24-179 limits assumed): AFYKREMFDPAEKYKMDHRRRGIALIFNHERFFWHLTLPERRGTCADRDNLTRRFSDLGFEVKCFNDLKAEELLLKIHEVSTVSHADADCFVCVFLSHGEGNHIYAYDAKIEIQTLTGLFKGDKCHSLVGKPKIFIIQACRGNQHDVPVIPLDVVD
# Target sequence (P55212 194-293 limits assumed): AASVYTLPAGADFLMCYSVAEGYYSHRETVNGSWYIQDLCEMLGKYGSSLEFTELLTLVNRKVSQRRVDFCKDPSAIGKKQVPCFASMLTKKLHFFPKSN
# SIRT5 inh = blocks human SIRT5 desuccinylation of peptide; AID 652115; 330,000 compounds, 1.1% hits; Purified SirT5, succinyl-peptide AMC, trypsin-coupled fluorescence; inhibition, % at 15 µM; in the data active = inhibition above about 15%; inconclusive = no clear call, values can overlap the other calls
# Target sequence (Q9NXA8 whole entry, looked up): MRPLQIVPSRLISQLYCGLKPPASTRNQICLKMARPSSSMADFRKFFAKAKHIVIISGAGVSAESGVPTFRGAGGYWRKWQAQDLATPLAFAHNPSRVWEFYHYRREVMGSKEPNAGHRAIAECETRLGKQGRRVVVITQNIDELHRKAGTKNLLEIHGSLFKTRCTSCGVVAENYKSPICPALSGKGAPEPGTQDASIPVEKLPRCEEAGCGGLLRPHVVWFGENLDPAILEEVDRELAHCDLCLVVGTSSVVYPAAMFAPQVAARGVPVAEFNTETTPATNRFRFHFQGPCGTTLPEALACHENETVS
# ERAP1 HTS inh = ERAP1 (human) enzyme inhibition. Q9NZ08. recombinant ERAP1, Leu-AMC fluorescence, 60 min. inhibition, % at 10.7 µM. 340,000 compounds, 0.15% hits. AID 652197;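 active = mean replicate inhibition of at least 30%, or all replicates individually reaching that 30% level; inactive = mean below 30% and not every replicate reaching it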;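 also: 0% = neutral control wells and 100% = L-leucinethiol positive control wells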
# ERp5 block = inhibitors of human ERp5; Q15084; 350,000 compounds, 0.05% hits; ERp5 insulin aggregation, absorbance 650 nm, 90 min; inhibition, % at 9.99 µM; AID 651711;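 active = mean replicate inhibition above about 25%, with every replicate also reaching it, limit read from the data, passing the limit was not always enough; inconclusive = only one of those two criteria met; inactive = neither criterion met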
# Target sequence (Q15084 whole entry, looked up): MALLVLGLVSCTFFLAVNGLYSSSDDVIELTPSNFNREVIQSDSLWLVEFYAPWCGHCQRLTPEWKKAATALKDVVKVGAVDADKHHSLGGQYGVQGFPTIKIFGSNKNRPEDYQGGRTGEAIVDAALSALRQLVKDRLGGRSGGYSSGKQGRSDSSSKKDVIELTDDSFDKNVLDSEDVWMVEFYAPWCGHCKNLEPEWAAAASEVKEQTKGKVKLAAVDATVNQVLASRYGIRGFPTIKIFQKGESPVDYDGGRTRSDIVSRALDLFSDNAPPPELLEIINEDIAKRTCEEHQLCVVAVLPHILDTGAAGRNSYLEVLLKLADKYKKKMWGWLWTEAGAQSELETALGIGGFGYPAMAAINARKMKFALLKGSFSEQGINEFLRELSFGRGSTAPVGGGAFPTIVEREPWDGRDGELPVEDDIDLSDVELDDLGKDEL
# DENV2 CPE = DENV2-induced cell death inhibition. DENV2-infected cells, cytopathic effect rescue, plate reader. AID 651640. 350,000 compounds, 1.7% hits. CPE inhibition, % at 9.99 µM; in the data active = CPE inhibition above about 20%, passing the limit was not always enough; inconclusive = no clear call, values can overlap the other calls; tested in BHK-21 cells;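 also: 0% = median of neutral control wells and 100% = median of positive control wells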
# Numbers without * were called inactive; ? = inconclusive; . = not tested or not shown; [ ] = dose if it differs, or a comment.
SMILES	CFTR F508del cor	miR-122 sensor	Casp6 inh	SIRT5 inh	ERAP1 HTS inh	ERp5 block	DENV2 CPE
CC(C)Oc1cccc(C(=O)C2CCCN(S(C)(=O)=O)C2)c1 (configuration not stated)	3.3	.	1	0	7	-7	5
Cc1ccc2c(c1)Oc1ccccc1C=C2C(=O)O	-0.6	-4	14	2	0	-4	-3
NCC[C@@H]1CC[C@H](NC(=O)C2CC2)[C@H](CO)O1	0.0	.	0	0	0	-5	6
CO[C@H]1CN(C)C(=O)c2cc(NC(=O)c3ccccc3)ccc2OC[C@H](C)N(C(=O)CN(C)C)C[C@H]1C	0.4	3[16.7 µM]	1	0	-3	1	12
C(=N\Nc1nn[nH]n1)/c1ccccc1	0.3	0	3	2	-2	0	14
O=C1CC(c2ccccc2)CC(O)=C1C=NCc1ccncc1 (configuration not stated)	0.7	.	3	0	12	-2	-1
COc1cccc(-n2cc(C(=O)NCCCOC(C)C)c3ccccc3c2=O)c1	-0.7	-7	-1	0	-1	3	2
C1CN(c2nc3nonc3nc2N2CCSCC2)CCO1	-1.3	-7	0	-4	0	-3	17
C[C@@H]1CN([C@@H](C)CO)C(=O)Cc2cc(N(C)C)ccc2O[C@@H]1CN(C)Cc1ccc2c(c1)OCO2	0.5	-7[16.7 µM]	5	-3	-1	3	9
O=C1c2cccc3cccc(c23)C(=O)N1Cc1cccnc1	2.4	.	-2	-5	.	-2	1
C[C@H](CO)N1C[C@H](C)[C@@H](CN(C)C(=O)Nc2ccccc2)Oc2ccc(NC(=O)CCN3CCOCC3)cc2CC1=O	-6.1	1[16.7 µM]	0	-1	2	-1	0
COc1cccc(C(=O)N(C)Cc2c(C)nn(C3CCS(=O)(=O)C3)c2C)c1 (configuration not stated)	-0.4	.	-1	-2	1	0	-13
CCOc1ccccc1NCN1C(=O)c2ccccc2C1=O	-2.0	2	.	-1	-4	4	-4
O=C1[C@H](Cc2ccccc2)NCC=CC[C@@H](c2ccc(Cl)cc2)N1Cc1ccccc1	0.6	.	-6	-1	-2	-1	7
C/C=C/c1ccc([C@@H]2[C@@H](CO)N(C(=O)NC(C)C)[C@H]2CN(C)C(C)=O)cc1	-1.6	-12[16.7 µM]	0	-1	-3	-2	-7
O=C(NCc1ccc(F)cc1)c1cccc2c1C(=O)c1ccc(N3CCC(Cc4ccccc4)CC3)cc1S2(=O)=O	0.0	.	-12	.	1	3	.
COCCn1c(SCC(=O)NNC(=O)Cc2ccccc2)nc2ccccc2c1=O	-0.3	.	0	-6	-7	-5	17
CN(C)C(=O)c1cccc(-c2ccc([C@H]3[C@H](CO)N4CCCCN(Cc5cccnc5)C[C@@H]34)cc2)c1	-4.8	-9[16.7 µM]	1	-3	0	2	5
O=C1CS/C(=N/N=C/c2ccco2)N1Cc1ccc(F)cc1	1.2	-6	3	2	-3	8	-5
NC(=O)C1CCN(C(=O)c2cc(Cl)c3c(c2)OCCO3)CC1	2.3	.	0	-1	4	1	6
CC(C)(C)NC(=O)NC(=O)COC(=O)C1(C)CC1(Cl)Cl (configuration not stated)	.	.	2	-1	-1	-3	0
CCCNC(=O)Nc1ccc2c(c1)C(=O)N(C)[C@H]1CC[C@H](CC(=O)NCC3CCCCC3)O[C@H]1CO2	-2.2	8[16.7 µM]	0	-1	-1	10	-5
CO[C@H]1CN(C)C(=O)c2cc(NS(=O)(=O)c3ccccc3C)ccc2OC[C@@H](C)N(C)C[C@@H]1C	-1.7	-5[16.7 µM]	3	-2	0	-4	-2
COCCN(C(=O)COC(=O)C1CC(=O)N(c2ccc(C)cc2)C1)c1c(N)n(Cc2ccccc2)c(=O)[nH]c1=O (configuration not stated)	2.3	-2	3	.	-1	-6	2
CCCCn1c(CCC(=O)O)nc2cc(S(=O)(=O)N(C)C)ccc21	-0.3	.	-4	.	3	4	8
O=C(C1CCN(S(=O)(=O)c2ccc(F)cc2)CC1)N1CCCC(C(F)(F)F)C1 (configuration not stated)	-0.5	-14	-136	9	0	0	9
COc1ccc(-c2ccc3c(c2)S(=O)(=O)c2cccc(C(=O)NCCOc4ccccc4Cl)c2C3=O)cc1OC	0.5	-5	2	-4	2	0	22*
COC(=O)CSc1nc(C)c2c(n1)CCCC2	-0.3	.	-1	-4	4	6	1
C/C(=N\NC(N)=O)C1CC(Cc2ccccc2)C(=O)O1 (configuration not stated)	-2.5	-2	-4	-2	-1	9	-3
Cc1ccccc1NC(=O)c1ccc(CN2CC(=O)N3CCCCC3C2=O)cc1 (configuration not stated)	0.3	6	-1	-1	-2	5	-8
C[C@@H]1CCCCO[C@@H](CN(C)C(=O)Cc2ccccc2)[C@H](C)CN([C@@H](C)CO)C(=O)c2cc(NC(=O)NC3CCCCC3)ccc2O1	0.1	-9[16.7 µM]	.	.	.	.	-3
Cc1cc(SCNC(=O)c2ccccc2)nc(C(C)C)n1	-0.8	.	1	0	-1	5	?
CCCN1[C@H](C(=O)OC)[C@@H](CO)[C@@H]2Cn3c(ccc(-c4ccccc4)c3=O)[C@@H]21	-3.5	-3[16.7 µM]	1	1	-2	-6	-5
CC(=O)c1cccc(NC(=O)c2ccc3ccccc3c2)c1	-3.7	-1	0	-8	1	1	-5
O=C(N[C@H]1CC[C@H](CCNC(=O)C2CCOCC2)O[C@@H]1CO)c1ccncc1	-0.4	.	4	-3	-2	-9	-5
O=C(C[C@H]1C=C[C@H](NC(=O)Nc2cc(F)ccc2F)[C@@H](CO)O1)NCCCN1CCOCC1	3.8	-26[16.7 µM]	0	13	-2	-4	10
C[C@@H]1CN([C@@H](C)CO)C(=O)c2cc(C3=CCCC3)cnc2O[C@@H]1CN(C)C(=O)CN1CCOCC1	-2.8	25[16.7 µM]	-1	3	2	3	1
CCCOC(=O)c1ccc(NC(=O)c2ccc(Br)o2)cc1	.	.	1	2	-3	2	6
Cc1cc2c(nn1)CCc1c-2no[n+]1[O-]	-4.5	-1	6	3	1	2	-4
O=C(N/N=C/c1ccc2c(c1)OCO2)C1COc2ccccc2O1 (configuration not stated)	-0.3	4	0	0	-5	-26	-3
COc1cc(C(=O)Nc2ccc3c(c2)ncn3C(C)(C)C)cc(OC)c1OC	1.1	-2	1	-1	5	1	7
CCc1nc2ccc(C(=O)Nc3cccc(OCC(=O)N(C)C)c3)cn2c1N(CC)CCOC	1.8	-1	-4	3	-1	0	6
Cc1csc(NC(=S)Nc2cccc(Cl)c2)n1	.	.	-1	0	-1	-3	-4
C#CCOc1ccc(Br)cc1C(c1c(C)[nH][nH]c1=O)c1c(C)[nH][nH]c1=O	-0.7	0	2	4	2	5	0
COc1ccccc1C1CCCN1Cc1nc(-c2ccc(C)s2)oc1C (configuration not stated)	-0.8	-5	-1	-4	8	8	8
COc1ccc(C2=CN(Cc3ccccc3)CCC2=O)cc1	1.4	-22	3	.	.	2	-4
COc1cccc(CNC(=O)C[C@@H]2CC[C@@H](NS(=O)(=O)c3ccccc3OC)[C@H](CO)O2)c1	1.3	.	-1	-1	2	1	-3
C[C@H](CO)N1C[C@H](C)[C@@H](CN(C)C(=O)c2cccc(F)c2)Oc2cc(C#CC3CC3)ccc2S1(=O)=O	0.5	6[16.7 µM]	3	4	-1	3	6
N#C[C@@H]1[C@@H](c2ccc(C#CC3CC3)cc2)[C@H](CO)N1S(=O)(=O)c1ccccc1	2.9	.	4	-1	-2	3	-7
CCN1C[C@@H]2[C@@H]3C(=O)N(C)C(=O)[C@@H]3[C@](Cc3ccccc3)(C1=O)N2C(=O)c1ccccc1	-1.7	2	-3	-5	0	-1	6
NC(=O)Cc1ccc(C(=O)c2ccc(F)cc2)s1	0.0	1	0	7	1	-3	-6
Cc1onc(-c2c(Cl)cccc2Cl)c1C(=O)Nc1ccc(C(N)=O)cc1	1.0	.	4	-1	3	0	-5
Cc1cc(C)nc(CCNC(=O)c2cc(COc3ccc(F)cc3F)on2)n1	-2.6	-3	3	-5	2	-1	10
COCC(=O)N(C[C@H]1N[C@H](CO)[C@@H]1c1ccc(-c2cncnc2)cc1)C(C)C	2.0	.	-6	-1	2	1	-7
CCOC(=O)c1c(C)[nH]c(C)c1C(=O)COC(=O)[C@@H](NC(=O)c1ccco1)C(C)C	-1.1	6	0	-1	0	7	4
COc1cccc(/C=C2/C(=O)NN(c3ccc(Br)cc3)C2=O)c1O	0.8	3	-1	3	0	7	7
O=C(CN1CCCCCC1)Nc1c(Cl)cc(Cl)cc1Cl	-0.5	-3	-2	2	4	1	-3
Cn1nc(-c2ccc(Cl)cc2)c2cc(C(=O)NCCN3CCOCC3)sc21	3.7	12	0	.	.	7	-8
O=C(CNc1cccc2ccccc12)N/N=C/c1ccccn1	2.5	4	2	-4	-3	7	2
C[C@@H]1CN([C@H](C)CO)C(=O)Cc2cc(N(C)C)ccc2O[C@@H]1CN(C)Cc1ccc(C(=O)O)cc1	1.8	-2[16.7 µM]	4	-5	5	4	-8

# 2 of the compounds above, with values under each structure.
# Values in the order – CFTR F508del cor, miR-122 sensor, Casp6 inh, SIRT5 inh, ERAP1 HTS inh, ERp5 block, DENV2 CPE
- O=C(CNc1cccc2ccccc12)N/N=C/c1ccccn1
  2.5, 4, 2, -4, -3, 7, 2
- C[C@@H]1CN([C@H](C)CO)C(=O)Cc2cc(N(C)C)ccc2O[C@@H]1CN(C)Cc1ccc(C(=O)O)cc1
  1.8, -2[16.7 µM], 4, -5, 5, 4, -8

# Later entries.
SMILES	CFTR F508del cor	miR-122 sensor	Casp6 inh	SIRT5 inh	ERAP1 HTS inh	ERp5 block	DENV2 CPE
Cc1ccc(C(=O)N2CCN(Cc3ccc4c(c3)OCO4)CC2)cc1[N+](=O)[O-]	1.6	-6	0	-3	-7	11	-3
CC(OC(=O)CNS(=O)(=O)c1ccc(C#N)cc1)C(=O)Nc1cccc(C#N)c1 (configuration not stated)	-2.8	.	2	-3	-4	-2	2
Cc1ccc(C(=O)N/C(=C\c2cccs2)c2nc3ccccc3[nH]2)cc1	-1.4	.	-2	.	2	-5	-18
CCc1nc2c(OCC3COc4ccccc4O3)cccn2c1N(C)C(=O)c1ccccc1F (configuration not stated)	0.3	-6	0	-2	-3	-6	-4
COc1cccc(/C=C/C(=O)OCC(=O)c2c[nH]c3ccccc23)c1OC	.	2	3	1	10	-12	-5
C[C@@H]1CNC(=O)c2c(C(=O)NCC(=O)OC(C)(C)C)ncn21	0.4	-4	-3	.	1	2	12
CC(OCCN(C)C)C(=O)C12CC3CC(CC(C3)C1)C2 (configuration not stated)	-1.8	6	-4	-2	1	11	-1
NC(=O)c1nsc(C(=O)N(c2cccc(F)c2)C(C(=O)NCc2ccccc2)c2ccc(O)cc2)c1N (configuration not stated)	3.7	-3	2	-2	-7	0	-7
C=CCN(CC=C)C(=O)C1CCN(Cc2ccc(OCc3ccccc3)cc2)CC1	0.1	-3	-14	-4	.	1	1
C[C@H]1CN([C@@H](C)CO)C(=O)c2cc(C3=CCCCC3)cnc2O[C@@H]1CN(C)C(=O)Nc1ccccc1	0.8	-4[16.7 µM]	3	-1	-5	2	8
C[C@@H]1CN([C@@H](C)CO)C(=O)c2cc(NC(=O)CCC(F)(F)F)ccc2O[C@@H]1CN(C)Cc1ccc(C(=O)O)cc1	0.9	6[16.7 µM]	-4	-1	0	0	-4
Cc1ccc(N2C(=O)/C(=C\c3ccc(C(C)C)cc3)N=C2SC2CCOC2=O)cc1 (configuration not stated)	.	-2	-3	0	-1	-5	-2
O=[N+]([O-])c1ccc(N2CCN(c3cccc(Cl)c3)CC2)cn1	1.6	-1	-1	-10	-7	3	-3
COCCCN=C1NN=C(c2cc(C)n(Cc3ccccc3Cl)c2C)CS1	9.1*	.	-6	-1	-2	-5	0
COc1ccc(CNC(=O)CCCn2nc(C)c3c(C)n(-c4ccccc4)nc3c2=O)cc1	-0.9	-4	2	-1	-4	.	-4
O=C(c1ccccc1O)N1N=C(c2ccccc2)CC1(O)C(F)(F)F (configuration not stated)	0.4	.	1	-2	1	5	3
Clc1ncc(CSc2ccccc2)s1	-0.8	0	5	-2	2	-3	?
Brc1ccccc1OCCOc1cccc2cccnc12	.	.	6	-1	-2	2	1

# Bioassay records: PubChem, Broad Institute
